From PubChem
BLM inh – Bloom syndrome helicase (human) inhibition; P54132; recombinant BLM DNA unwinding, fluorescence dequenching; Potency, µM (series often up to 56.1 µM), without a hit: at the top dose activity change, negative = inhibition, hits mostly inhibitors; 0.2% of 350,000 active; AID 2528;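 note: potency is the fitted concentration of half-maximal effect; plate controls were vehicle for no effect and no enzyme for full effect; nearly all actives have a fitted effect of over 35% in size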
Anesthetic bind – binds horse apoferritin like a general anesthetic; apoferritin/1-aminoanthracene competitive binding, fluorescence; Potency, µM (top dose mostly 77.5 µM), for the others: top-dose activity change, negative = displacement, most hits filed as inhibitors; 0.074% of 350,000 active; note: potency is the fitted concentration of half-maximal effect; % is set by controls: 0 for no effect and ±100 for the full control effect; nearly all actives have a fitted effect of over 20% in size
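Probe: 1-aminoanthracene (50% saturated, PBS). Protein: horse-spleen apoferritin, 10 uM. Incubation: 10 min, room temperature. Detection: 380 nm excitation, 535 nm emission. Analysis: normalized response, four-parameter Hill.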
Pol iota inh – blocks human DNA polymerase iota activity; Potency, µM (top dose mostly 115 µM), without a hit: at the highest dose activity, negative = inhibition, hits mostly inhibitors; 1% of 390,000 active; AID 588590; Pol iota fluorescent replication assay, 10 min; Q9UNA4; note: potency is the fitted concentration of half-maximal effect
Target sequence (Q9UNA4 whole entry, looked up): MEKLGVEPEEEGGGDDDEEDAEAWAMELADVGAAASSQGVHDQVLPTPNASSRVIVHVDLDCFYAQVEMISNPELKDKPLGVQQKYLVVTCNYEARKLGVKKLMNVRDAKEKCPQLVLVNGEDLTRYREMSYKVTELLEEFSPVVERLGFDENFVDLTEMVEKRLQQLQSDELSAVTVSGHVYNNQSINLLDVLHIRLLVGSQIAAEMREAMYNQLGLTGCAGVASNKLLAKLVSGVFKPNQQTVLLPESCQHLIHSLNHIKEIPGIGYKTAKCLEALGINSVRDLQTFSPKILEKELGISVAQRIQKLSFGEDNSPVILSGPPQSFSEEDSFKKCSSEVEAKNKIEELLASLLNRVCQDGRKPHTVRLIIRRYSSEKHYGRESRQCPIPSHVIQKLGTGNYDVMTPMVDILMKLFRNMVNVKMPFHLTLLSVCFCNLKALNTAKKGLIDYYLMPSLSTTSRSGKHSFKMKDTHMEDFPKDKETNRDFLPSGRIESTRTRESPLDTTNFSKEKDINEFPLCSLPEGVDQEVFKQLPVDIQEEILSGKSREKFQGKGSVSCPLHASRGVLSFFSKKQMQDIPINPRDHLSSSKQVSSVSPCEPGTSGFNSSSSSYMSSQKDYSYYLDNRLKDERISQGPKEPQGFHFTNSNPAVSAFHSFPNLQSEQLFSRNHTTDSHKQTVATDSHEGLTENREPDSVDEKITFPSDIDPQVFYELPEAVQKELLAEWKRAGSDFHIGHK
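Pol iota at 10 nM preincubated 15 min with compounds at room temperature; reaction started with fluorescent substrate, 50 nM final. Fluorescence read kinetically at 0 and 10 min; buffer-only wells as negative control.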
ALOX12 inh – blocks human arachidonate 12S-lipoxygenase. P18054. purified 12hLO, xylenol orange hydroperoxide absorbance. Potency, µM (series often up to 108 µM), for the others: at the top dose activity change, negative = inhibition, actives largely listed as inhibitors. 1.1% of 580,000 active. AID 1671190; note: potency is the fitted concentration of half-maximal effect; % is set by controls: 0 for no effect and ±100 for the full control effect
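Purified human 12hLO (150 nM final) in 25 mM Hepes, 0.01% Triton X-100, pH 7.0 was preincubated 15 min at room temperature with compound. Then 40 uM arachidonic acid was added, 30 min. Hydroperoxide was read by Fe-XO absorbance ratio 573/405 nm.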
POLB inh – blocks human DNA polymerase beta activity | P06746 | 1.3% of 340,000 active | Potency, µM (series often up to 114 µM), for the others: at the top dose activity change, negative = inhibition, usual class: inhibitors | Pol beta primer extension/strand displacement, fluorescence kinetic; note: potency is the fitted concentration of half-maximal effect; % is set by controls: 0 for no effect and ±100 for the full control effect
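Preincubation: enzyme (10 nM) with compound, 15 min, RT. Reaction: substrate added to 50 nM final. Reads: 0 and 10 min. Analysis: normalized, Hill fit.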
Pol kappa inh – inhibitors of human DNA polymerase kappa; purified Pol kappa, fluorescent DNA synthesis assay, 10 min; 0.53% of 400,000 active; Potency, µM (doses to about 107 µM), for inactives: at the top dose activity, negative = inhibition, hits mostly inhibitors; note: potency is the fitted concentration of half-maximal effect; % is set by controls: 0 for no effect and ±100 for the full control effect
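10 nM Pol kappa was preincubated with compounds for 15 min at room temperature. Reaction started with 50 nM (final) substrate. Fluorescence read kinetically at 0 and 10 min.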
APE1 inh – APE1 (human) endonuclease inhibition | P27695 | recombinant APE1, TAMRA/BHQ-2 abasic DNA cleavage fluorescence | Potency, µM (top dose mostly 65.8 µM), without a hit: top-dose activity change, negative = inhibition, usual class: inhibitors | 0.35% of 350,000 active | AID 2517;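 note: potency is the fitted concentration of half-maximal effect; plate controls were vehicle for no effect and reference inhibitor for full effect; nearly all actives have a fitted effect of over 55% in size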
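Enzyme (0.75 nM final) and test compound are incubated 15 min at room temperature before adding 50 nM quenched THF abasic-site duplex. Cleavage dequenches TAMRA, followed at 525/598 nm over three reads one minute apart.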
TRHR agonist – activates the human TRH receptor; P34981; activation, % at 2 µM; 0.18% of 360,000 active; TRHR cells, calcium flux fluo-8, FDSS agonist mode; in the data active = activation above about 30%; note: 0% is about no effect
Target sequence (P34981 whole entry, looked up): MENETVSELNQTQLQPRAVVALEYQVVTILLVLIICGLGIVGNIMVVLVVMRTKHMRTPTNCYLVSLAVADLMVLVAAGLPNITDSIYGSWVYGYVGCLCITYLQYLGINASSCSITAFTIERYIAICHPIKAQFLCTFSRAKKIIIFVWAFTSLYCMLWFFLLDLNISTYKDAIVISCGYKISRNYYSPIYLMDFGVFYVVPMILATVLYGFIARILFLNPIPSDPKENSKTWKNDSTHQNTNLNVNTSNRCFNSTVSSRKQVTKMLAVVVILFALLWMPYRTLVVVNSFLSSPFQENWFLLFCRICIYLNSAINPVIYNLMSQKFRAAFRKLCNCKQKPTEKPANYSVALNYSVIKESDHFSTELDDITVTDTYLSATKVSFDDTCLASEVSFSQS
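TRHR-expressing cells loaded with fluo-8 calcium dye; 23 nL library compound pin-transferred, kinetic FDSS fluorescence (Ex 480/Em 530) recorded about 180 s for agonist-induced calcium release, before a 10 nM TRH EC20 addition for potentiator mode.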
ERG-DNA inh – ERG Ets/DNA interaction inhibition | P11308 | fluorescence polarization, His-ERG Ets domain / labelled DNA | Potency, µM (doses to about 76.9 µM), inactives show at the highest dose FP activity, negative = inhibition, hits mostly inhibitors | 0.028% of 370,000 active | AID 624246; active = well fitted inhibition curve with a large enough effect in the polarisation, with a control signal flat; inconclusive = small, poorly fitted or top-dose-only effect, or effect the other way, or a change in a side signal; inactive = no such curve, though single readings can be large or run the other way; the % refers to the polarisation;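 note: polarization taken with two DNA probes labelled with fluorescein and Texas red; potency is the fitted concentration of half-maximal effect; % of control where 0% means no effect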
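His-tagged ERG Ets domain (1 uM in the protein solution; 300mM KCl, 50mM Tris-HCl, 1mM EDTA, 1mM DTT, pH 7.5) received compound, then a probe mix of 5 nM fluorescein-DNA and 100nM Texas-615-DNA. Fluorescence polarization was read for both dyes.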
* marks the source's active call; other numbers are inactive results; ? = inconclusive; · = no result given; & = joins results of further samples; [ ] = dose if it differs, or a comment. Unless noted, calls come from the whole dose curve; as a rule, active = well fitted curve in the direction sought with a large enough effect; inconclusive = small, poorly fitted or top-dose-only effect, or another doubt; inactive = no such curve, though single readings can be large; an effect the other way counts as inactive or inconclusive. A portion of the library; rates above refer to the full screens.

The first 2 compounds, ahead of the listing:
SMILES	BLM inh	Anesthetic bind	Pol iota inh	ALOX12 inh	POLB inh	Pol kappa inh	APE1 inh	TRHR agonist	ERG-DNA inh
CCc1cc(C=NC2CCCCC2)c(O)s1	0%	?	-9%	0%	39%	-5%	-10%	-0.2	-1%
CC(C)CCN1CCN(Cc2ccoc2)CC1CCO (stereo not given)	-2%	3%	?	-17%	-2%	-40%	26%	0.8	0%

This part in full, from the first entry:
SMILES	BLM inh	Anesthetic bind	Pol iota inh	ALOX12 inh	POLB inh	Pol kappa inh	APE1 inh	TRHR agonist	ERG-DNA inh
CCc1cc(C=NC2CCCCC2)c(O)s1	0%	?	-9%	0%	39%	-5%	-10%	-0.2	-1%
CC(C)CCN1CCN(Cc2ccoc2)CC1CCO (stereo not given)	-2%	3%	?	-17%	-2%	-40%	26%	0.8	0%
COc1ccccc1C(=O)NNC(=O)c1ccc(Cl)cc1	-3%	-9%	15%	-2%	2%	-10%	4%	-0.4	-8%
CCC(Oc1ccccc1F)C(=O)NCCN1CCOCC1 (stereo not given)	-4%	2%	38%[activator]	1%	1%	6%	1%	0.3	-2%
CN1C(=O)CC(Sc2ncccc2C(=O)O)C1=O (stereo not given)	1%	-6%	-14%	-17%	11%	-9%	-7%	0.8	·
Cc1ccccc1OCc1nnc(SCC(=O)Nc2ccc(N3CCOCC3)cc2)n1C	-5%	2%	-22%	-1%	4%	-9%	-5%	0.4	0%
CC(C)CCN1C(Nc2ccccc2)=NC[C@@H]1Cc1ccccc1	-2%	-12%	27%	2%	1%	-4%	17%	0.3	5%
O=S(=O)(NCC(c1ccc2c(c1)OCO2)N1CCOCC1)c1ccccc1 (stereo not given)	·	·	5%	6%	·	-9%	10%	-0.3	·
CCOC(=O)c1nnn(-c2nonc2N)c1COc1ccccc1	-5%	?	7%	4%	-19%	-13%	0%	-0.7	3%
CCNS(=O)(=O)c1ccc(-c2ccc(-n3cnnn3)cc2)cc1	-2%	0%	162%[activator]	-12%	12%	0%	29%	0.3	-17%
COc1cc(CC(=O)NCc2ccc3c(c2)OCO3)cc(OC)c1OC	-4%	11%	14%	25%	-3%	-6%	-15%	0.1	7%
O=c1[nH]c2ccc(Cl)cc2c(O)c1Cc1ccccc1	7%	-2%	101%[activator]	-5%	0%	-5%	1%	0.3	4%
Cc1ccc(NC2CCCN(C(=O)CCn3nccc3C)C2)cc1C (stereo not given)	1%	?	-5%	-14%	12%	-2%	25%	0.2	-11%
COc1cc(/C=C(\C#N)C(=O)NC2CCCCC2C)ccc1OS(=O)(=O)c1ccc(C)cc1 (stereo not given)	-4%	-14%	10%	-1%	1%	-17%	2%	0.6	5%
CCOC(=O)C1CCN(C(=O)COc2cccc3ccccc23)CC1	-2%	-8%	14%	-23%	12%	0%	66%[activator]	-1.4	-4%
COCCCNC(=O)C[C@H]1C[C@H](C(=O)N(C(C)C)C(C)C)[C@@]2(C)c3[nH]c4cc(CCC(=O)N(C)C)ccc4c3CCN2C1=O	·	·	21%	-10%	·	-10%	-1%	·	2%
O=S(=O)(c1ccccc1)N1CCc2ccccc21	·	·	101%[activator]	188%[activator]	·	1%	·	·	1%
C(=C/c1nccc2c1[nH]c1ccccc12)/c1ccc2c(c1)OCO2	-8%	50%[activator]	1%&162%	32%[activator]	?	-14%&-5%	5%	1.8	21%
COc1ccc(CCC(=O)Nc2nc3c(s2)CN(C)CC3)cc1OC	-1%	-17%	-1%	0%	-11%	-10%	1%	0.6	0%
COc1cc(Cl)c(C)cc1NC(=O)c1c(C)oc2nc(C)nc(N3CCCC3)c12	-3%	-13%	-16%	?	1%	-2%	·	-1.4	2%
Cc1cccc(N(C(=O)c2csnn2)C(C(=O)NC(C)(C)C)c2ccncc2)c1 (stereo not given)	2%	-5%	?	6%	-8%	-12%	-3%	0.4	·
O=C(COC(=O)CCc1nc2ccccc2n1-c1ccccc1)Nc1cccc(Cl)c1	-9%	8%	-1%	12%	7%	-22%	-8%	0.0	·
Cc1ccc(C)c(Cn2c3ccccc3c3cnn(CC(=O)NC4CCCCCC4)c(=O)c32)c1	-2%	-8%	-1%	-11%	16%	-3%	·	0.6	-8%
COc1ccc(CCNC(=O)CCS(=O)(=O)c2ccc3c(c2)CCN3C(C)=O)cc1OC	-1%	-8%	34%	0%[57.4 µM]	4%	-24%	-1%	10	1%
O=C1NC[C@H](Cc2ccccc2)N(C[C@H]2CCCN2C[C@H](Cc2ccccc2)N2C[C@H](Cc3ccccc3)N(CC3CCCCC3)C(=O)C2=O)C1=O	·	·	-26%	?	·	2%	·	·	16%
Cn1c(N)c(C(=O)COC(=O)C2CCCC2)c(=O)n(C)c1=O	2%	-7%	61%[activator]	1%	0%	4%	7%	0.5	-3%
O=C(NCCN1CCOCC1)c1csc2c1CCCCC2	-3%	-13%	31%	1%	2%	-2%	-4%	-0.2	·
COc1cccc(NC(=O)COC(=O)C2=NN(c3ccccc3)C(=O)CC2)c1	·	·	106%[activator]	-14%	·	-9%	2%	·	9%
O=C(Nc1nc(-c2ccccn2)cs1)c1ccc(S(=O)(=O)N2CCCCC2)cc1	-7%	-20%	·	·	0%	·	10%	-1.0	·
CC(=O)Nc1ccc(NC(=O)CSc2nnc(NC(=O)C3CC(=O)N(c4ccc(F)cc4)C3)s2)cc1 (stereo not given)	-1%	-4%	21%	-2%	14%	2%	42%[activator]	0.7	11%
CCN(CC)CCN1C(=O)Cn2c(C)c(C)c3cccc1c32	37%&-4%[activator]	-10%&-7%	2%&28%	1%&-16%	-5%&-16%	9%[60.1 µM]	0%&3%	0.1&-0.3	15%&-5%
COc1ccccc1CNC(=O)Cc1c(C)c2c(cc(C)c3c(C)coc32)oc1=O	2%	-13%	7%	-6%	3%	-6%	·	0.4	0%
O=C(C1CCCO1)N(c1ccc(F)cc1)C1C=CS(=O)(=O)C1 (stereo not given)	-2%	-2%	137%[activator]	183%[activator]	-1%	0%	-1%	0.6	-1%
COc1ccc(CN(C)CC(=O)NC(=O)Nc2ccccc2F)cc1	·	·	23%	377%[activator]	·	9%	-5%	-0.3	8%
COC(=O)c1cc2occc2n1Cc1ccc(F)cc1Cl	-8%	2%	5%	-18%	28%	7%	·	-0.2	-7%
O=C(Nc1ccccc1C(F)(F)F)c1cc2ccccn2n1	-3%	-4%	23%	-2%&-4%	11%	2%	·	0.2	2%
Cc1ccc(C)c(OCC(=O)NCC(c2ccco2)N2CCCCC2)c1 (stereo not given)	·	·	1%	?	·	-8%	-8%	-0.3	-2%
COc1cc(NC(=O)c2sc3nc(C)nc(N4CCOCC4)c3c2C)cc(OC)c1OC	-1%	-8%	20%	9%	32%	-8%	12%	-0.3	2%
N=C1C(c2ccccc2)=C(O)CN1CCCO	-8%	-2%	27%	-8%	1%	-10%	-6%	0.3	-1%
CCn1c(SCC(=O)NCc2cccs2)nc2c1c(=O)n(C)c(=O)n2C	-5%	-14%	15%	-23%	-1%	-9%	0%	-0.3	-1%
COc1cccc(CNC(=O)c2cccc(NC3=NC4CS(=O)(=O)CC4S3)c2)c1 (stereo not given)	2%	-10%	4%	26%	29%	-12%	17%	0.1	-9%
CSc1cccc(NC(=O)CSc2nc3ccccc3o2)c1	-11%	-17%	14%	-18%[57.4 µM]	36%	-1%[60.1 µM]	15%	·	·
CCOc1ccc(C2=Nn3c(nnc3-c3ccccn3)SC2)cc1	-24%	-12%	10%	6%	-25%	-4%	-8%	-1.2	3%
CNc1nc(-c2ccccc2)cc(C)c1S(C)(=O)=O	1%	82%[activator]	35%[activator]	-4%	-1%	6%	-3%	0.1	-13%
COc1ccc(C(=O)Nc2ccc(NC(C)=O)cc2)cc1S(=O)(=O)N(C)Cc1ccccc1	·	·	10%	0%	·	-17%	16%	-0.2	1%
O=C(Nc1nnc(SCc2ccccn2)s1)C1CC(=O)N(c2ccccc2)C1 (stereo not given)	2%	2%	29%	3%	2%	-6%	7%	-0.5	3%
CCCN(C(=O)c1ccc(OCC(C)C)cc1)c1c(N)n(Cc2ccccc2)c(=O)[nH]c1=O	·	·	5%	?	·	-4%	-8%	0.8	-7%
COc1ccc(CNc2nc3c(c(C(F)(F)F)n2)CCCCC3)cc1	-12%	-23%	·	·	?	·	-1%	0.5	·
COC(=O)CCCC1=CC2=CC(=O)C(C)(OC(=O)c3cccs3)C(=O)C2=CN1c1ccc(OC)cc1 (stereo not given)	-16%[12.4 µM]	-5%	61%[activator]	-25%	0%	-23%	-5%[12.4 µM]	-0.4	5%
COc1ccc(C(=O)Nc2cccc3c2C(=O)NC3=O)cc1S(=O)(=O)N1CCOCC1	-3%	87%[activator]	1%	0%	0%	8%	2%	0.2	6%

Carrying on.
SMILES	BLM inh	Anesthetic bind	Pol iota inh	ALOX12 inh	POLB inh	Pol kappa inh	APE1 inh	TRHR agonist	ERG-DNA inh
COc1cc(OC)cc(C(=O)N[C@H](C(=O)OCC(N)=O)C(C)C)c1	-2%	-2%	21%	8%	21%	-5%	3%	0.0	·
CCN(CC)CCOC(=O)c1ccc(NC(=O)C2(c3ccccc3)CCCC2)cc1	3%	?	13%	?	-1%	4%	-1%	1.0	0%
O=C(Nc1cccc2c1CCCC2)N1CCOc2ccc(Cl)cc21	-1%	?	2%	-29%	2%	0%	·	-0.1	1%
CC(=O)N1c2ccccc2C(=O)C1N1CCN(c2ccccc2F)CC1 (stereo not given)	-13%	-23%	21%	?	0%	-9%	·	-0.2	-1%
c1ccc(-c2noc(-c3cccnc3NCc3ccco3)n2)cc1	-2%	-5%	81%[activator]	0%	-1%	-5%	·	0.4	4%
CCn1cc(C(=O)OCc2ccc(F)cc2)c(=O)c2ccc(C)nc21	-1%	-16%	0%	-21%	0%	1%	18%	-1.7	-2%
CC(=O)c1ccc(NC(=O)c2ccc3nc(-c4ccco4)c(-c4ccco4)nc3c2)cc1	16µM*	-17%	3.2µM*	·	2.8µM*	7.9µM*	?	-0.4	1%
